# Compound activity: PubChem, several laboratories
# CF NFkB inh = cystic fibrosis NF-kB activation inhibition; inhibition, % at 5 µM; 360,000 tested, 0.86% active; KKLEB NF-kB-GFP reporter, PAF-induced, GFP fluorescence overnight;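 active = at least 50% inhibition at 5 µM, scaled per plate between neutral and stimulator controls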;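 note: PAF is a Pseudomonas aeruginosa culture filtrate used as stimulus; plate controls were PAF-stimulated DMSO wells for no effect and unstimulated DMSO wells for full effect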
# Peg3 prom inh = reduces Peg3 promoter-driven luciferase expression in HeLa; inhibition, % at 20 µM; HeLa PEG-Prom luciferase reporter, luminescence, overnight; 360,000 tested, 1.7% active;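 active = inhibition of at least 50% at 20 µM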
# KKLEB tox = counter-screen for CF NF-kB inhibitors: cytotoxicity | KKLEB CF airway cells viability, ATPlite luminescence, overnight; hits give low values; cells stimulated with P. aeruginosa culture filtrate | activity change (cytotoxicity), % at 5 µM | 360,000 tested, 0.36% active | AID 602141;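 active = corrected activity change at or below -50% at 5 µM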
# HIF-2a inh = inhibitors of HIF-2a; 786-0 RCC cells HIF-2a reporter, luciferase luminescence, overnight; 360,000 tested, 0.72% active; AID 624352; inhibition, % at 18.8 µM;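 active = inhibition of the luminescence signal of 40% or more relative to plate controls, in a single-dose primary screen at 18.75 µM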
# TRPM1 prom inh = inhibitors of MITF-driven TRPM1 promoter in melanoma cells. 330,000 tested, 0.83% active. inhibition, % at 12.5 µM. SK-MEL-5 TRPM1 promoter luciferase, 24 h. AID 488899;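 active = mean inhibition across replicates of 60% or more, whatever share of single replicates reaches that level; inconclusive = some that reach 60%, reason not given; inactive = mean inhibition across replicates below 60%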; note: values of inactives mirror those of a sister screen read the other way
# NR2E3 ag-1 = activates human NR2E3 receptor; inhibition of corepressor binding, % at 3.98 µM; 360,000 tested, 0.35% active; CHO-S Gal4-NCOR/VP16-NR2E3 two-hybrid, luciferase; AID 602229;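 active = inhibition above the mean of all tested compounds plus 3 SD, cut at about 70% in these data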;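 note: 0% = DMSO with NR2E3 transfected cells and 100% = cells lacking NR2E3 construct; higher means lower luciferase signal from less NR2E3 corepressor binding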
# Target sequence (Q9Y5X4 whole entry, looked up, the tested form may be a part): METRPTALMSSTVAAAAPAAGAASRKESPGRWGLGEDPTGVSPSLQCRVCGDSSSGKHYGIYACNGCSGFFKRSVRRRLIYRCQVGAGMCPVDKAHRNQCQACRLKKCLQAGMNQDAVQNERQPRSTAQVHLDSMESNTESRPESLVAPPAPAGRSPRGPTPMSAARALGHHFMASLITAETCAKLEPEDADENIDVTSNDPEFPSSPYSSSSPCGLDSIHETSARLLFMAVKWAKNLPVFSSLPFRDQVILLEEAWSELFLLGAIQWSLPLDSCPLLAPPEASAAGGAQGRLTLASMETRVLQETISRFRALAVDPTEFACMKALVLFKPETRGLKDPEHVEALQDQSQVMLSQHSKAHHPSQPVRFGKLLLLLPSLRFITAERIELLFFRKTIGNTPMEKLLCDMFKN
# NR2E3 ag-2 = NR2E3 (human) agonism; Q9Y5X4; GST-NR2E3/biotin-RetCOR TR-FRET, 1536-well; inhibition of corepressor binding, % at 4.78 µM; 320,000 tested, 0.12% active; AID 2300;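 active = percent inhibition above the cutoff of mean plus 3 SD of all tested compounds, set per screening campaign, cut at about 20% in these data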;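 note: 0% = DMSO wells and 100% = biotin wells as full block of FRET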
#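 Material: NR2E3–RetCOR corepressor complex | Quantity: 1.35 nM GST-tagged NR2E3 final | Schedule: 5 h at 4 °C | Replication: Singlicate compound wells | Reagent: RetCOR corepressor, biotinylated, 7 nM | Controls: Biotin wells as high control, 0.6% DMSO wells as low control | Signal: TR-FRET, Eu(K)-anti-GST donor, streptavidin-D2 acceptor, ex 340, em 617/671 nm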
# PDI turbidity = inhibitors of human protein disulfide isomerase; P07237; PDI insulin aggregation turbidity, A650, 90 min; inhibition, % at 10 µM; 350,000 tested, 0.052% active;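 active = mean inhibition across replicates of 30% or more, whatever share of single replicates reach that level; inconclusive = mean inhibition below 30% while every single replicate reaches 30%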;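 note: absorbance from insulin aggregation driven by PDI reduction with DTT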
# Target sequence (P07237 whole entry, looked up): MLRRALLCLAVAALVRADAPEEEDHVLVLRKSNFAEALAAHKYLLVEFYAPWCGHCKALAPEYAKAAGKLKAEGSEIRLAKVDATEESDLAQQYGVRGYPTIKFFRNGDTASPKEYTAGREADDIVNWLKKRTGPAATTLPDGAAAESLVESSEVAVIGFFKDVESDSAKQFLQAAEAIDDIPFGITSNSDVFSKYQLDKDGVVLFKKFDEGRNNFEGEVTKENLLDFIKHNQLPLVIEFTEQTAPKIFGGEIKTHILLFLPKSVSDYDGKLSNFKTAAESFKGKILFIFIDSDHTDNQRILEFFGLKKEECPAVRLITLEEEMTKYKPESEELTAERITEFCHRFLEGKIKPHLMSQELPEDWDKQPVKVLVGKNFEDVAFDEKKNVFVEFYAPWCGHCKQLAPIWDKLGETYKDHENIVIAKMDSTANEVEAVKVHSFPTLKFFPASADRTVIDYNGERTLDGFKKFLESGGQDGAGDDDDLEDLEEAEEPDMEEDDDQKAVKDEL
# CaV13 ICDI inh = Disruptors of the CACNA1D IQ motif to Ca2+-dependent inactivation inhibitor domain association, primary screening, Förster resonance energy transfer in intact living …. HEK cells, CFP/YFP FRET ICDI-IQ, plate reader, 10 min; percent FRET-ratio fall versus neutral wells. inhibition, % at 12.3 µM. 340,000 tested, 0.098% active;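 active = mean replicate inhibition of at least 30% and at least 1% of replicates passing that level; inconclusive = only one of the two criteria is met; inactive = neither criterion is met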;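 note: 0% = median of the neutral control wells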
# Vif imaging = HIV Vif inhibition; HEK293T cells, Vif self-association by quenched fluorescence, imaging, 24 h; 340,000 tested, 0.35% active; inhibition, % at 7.49 µM; in the data active = inhibition above about 50%, passing the limit was not always enough; inconclusive = no clear call, values can overlap the other calls; inactive = below about 31%; note: some results filed as inactive read as strong as hits
# Shn3 3UTR inh = inhibitors of Schnurri-3 3'UTR reporter in osteoblasts; Clone20 osteoblast Shn3 3'UTR firefly luciferase, 24 h; inhibition, % at 12.5 µM; 360,000 tested, 0.52% active;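 active = mean inhibition of at least 75% with every replicate also reaching 75%; inconclusive = mean inhibition at least 75% but some replicate below; inactive = mean inhibition below 75%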;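 note: 0% = median of neutral control wells and 100% = pilot-screen positive control compound; some compounds past the cut are filed as inactive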
# The depositor's hits bear a star; ? = inconclusive; nt = not tested or not shown. Compounds were not picked by outcome, and some 3.3% of all compounds hit somewhere here.
SMILES,CF NFkB inh,Peg3 prom inh,KKLEB tox,HIF-2a inh,TRPM1 prom inh,NR2E3 ag-1,NR2E3 ag-2,PDI turbidity,CaV13 ICDI inh,Vif imaging,Shn3 3UTR inh
CC(=O)N/C(=C\c1ccc(Br)s1)C(=O)O,16,-6,-2,9,-4,8,4,-1,nt,2,2
Nc1c(N(Cc2ccco2)C(=O)COc2ccccc2Cl)c(=O)[nH]c(=O)n1Cc1ccccc1,4,11,-5,1,3,-13,5,1,-7,-5,-6
O=C(Nc1cccc(Cl)c1)OCc1cn(-c2ccc(Cl)cc2)nn1,11,3,-1,22,4,18,6,2,-2,2,9
CCC(=O)Nc1nnc(S(=O)(=O)N2CCCC2)s1,-10,-7,-9,14,nt,2,1,-1,-8,nt,7
CCCC(=O)NC(=S)Nc1ccc(CN2CCOCC2)cc1,4,-21,9,-24,-7,-24,-1,3,-2,-7,1
CCCCSc1cc(=O)n(-c2ccccc2)nc1C(=O)OCC,-16,18,-9,-11,6,-15,3,3,-9,-5,12
Cc1ccnc(N2C3CCC2CC(O)(c2ccccc2)C3)n1 (configuration not stated),5,12,-28,22,5,-15,4,-2,1,-9,-4
O=C1CN(C(=O)COC(=O)c2ccc(N3CCCCCC3)c([N+](=O)[O-])c2)c2ccccc2N1,-2,-6,-3,-10,-13,-34,-2,-3,-9,1,-5
O=C(NCc1ccc2c(c1)OCO2)c1cc2ccccc2oc1=O,-8,2,-7,11,-3,17,1,-2,nt,-2,3
Cc1ccccc1OCC(=O)N/N=C/c1cccn1C,9,1,-2,-22,-4,4,1,-6,0,8,-14
COc1ccccc1-c1cc(C(F)(F)F)nc(S(=O)(=O)CCCC(=O)Nc2cccnc2Cl)n1,72*,111*,-55*,34,77*,3,nt,-10,-5,29,91*
O=C(NCCS(=O)(=O)N1CCN(c2ccccc2F)CC1)c1ccc2c(c1)OCO2,-3,0,-13,7,1,-19,3,2,-6,1,-5

# Eleven consecutive records from above, quoted:
SMILES,CF NFkB inh,Peg3 prom inh,KKLEB tox,HIF-2a inh,TRPM1 prom inh,NR2E3 ag-1,NR2E3 ag-2,PDI turbidity,CaV13 ICDI inh,Vif imaging,Shn3 3UTR inh
CC(=O)N/C(=C\c1ccc(Br)s1)C(=O)O,16,-6,-2,9,-4,8,4,-1,nt,2,2
Nc1c(N(Cc2ccco2)C(=O)COc2ccccc2Cl)c(=O)[nH]c(=O)n1Cc1ccccc1,4,11,-5,1,3,-13,5,1,-7,-5,-6
O=C(Nc1cccc(Cl)c1)OCc1cn(-c2ccc(Cl)cc2)nn1,11,3,-1,22,4,18,6,2,-2,2,9
CCC(=O)Nc1nnc(S(=O)(=O)N2CCCC2)s1,-10,-7,-9,14,nt,2,1,-1,-8,nt,7
CCCC(=O)NC(=S)Nc1ccc(CN2CCOCC2)cc1,4,-21,9,-24,-7,-24,-1,3,-2,-7,1
CCCCSc1cc(=O)n(-c2ccccc2)nc1C(=O)OCC,-16,18,-9,-11,6,-15,3,3,-9,-5,12
Cc1ccnc(N2C3CCC2CC(O)(c2ccccc2)C3)n1 (configuration not stated),5,12,-28,22,5,-15,4,-2,1,-9,-4
O=C1CN(C(=O)COC(=O)c2ccc(N3CCCCCC3)c([N+](=O)[O-])c2)c2ccccc2N1,-2,-6,-3,-10,-13,-34,-2,-3,-9,1,-5
O=C(NCc1ccc2c(c1)OCO2)c1cc2ccccc2oc1=O,-8,2,-7,11,-3,17,1,-2,nt,-2,3
Cc1ccccc1OCC(=O)N/N=C/c1cccn1C,9,1,-2,-22,-4,4,1,-6,0,8,-14
COc1ccccc1-c1cc(C(F)(F)F)nc(S(=O)(=O)CCCC(=O)Nc2cccnc2Cl)n1,72*,111*,-55*,34,77*,3,nt,-10,-5,29,91*

# Other compounds:
SMILES,CF NFkB inh,Peg3 prom inh,KKLEB tox,HIF-2a inh,TRPM1 prom inh,NR2E3 ag-1,NR2E3 ag-2,PDI turbidity,CaV13 ICDI inh,Vif imaging,Shn3 3UTR inh
COc1ccc(C2C(C(C)=O)=C(O)C(=O)N2c2ccc(Br)cc2)cc1 (configuration not stated),-11,-7,2,-18,0,3,15,-4,-1,-3,1
CN1CCN(c2ccc(NC(=O)CSc3nnnn3-c3ccccc3F)cc2)CC1,-4,-2,11,-10,-3,-8,0,-8,-6,-1,-21
Cc1nn(C)c2ncc(C(=O)c3cc(F)ccc3O)cc12,11,14,-8,13,3,-6,1,2,nt,nt,8
CN(c1ccc(F)cc1)S(=O)(=O)c1ccc(Cl)c(C(=O)NC2(C)CCS(=O)(=O)C2)c1 (configuration not stated),20,3,-5,6,3,3,0,8,-7,-3,-13
Cc1ccccc1CNC(=O)c1ccc(Cl)c([N+](=O)[O-])c1,-13,4,0,10,11,3,1,14,-4,-2,8
COCCn1nnnc1SCC(=O)N1CCCCC1,20,-4,-6,-11,-5,2,6,2,-6,3,-4
Clc1ccc(CNC2CCCC2)c(Cl)c1,18,10,3,14,-4,-23,3,-3,nt,-8,15
COc1ccc(NC(=O)CSc2nnc3ccc(-c4ccncc4)nn23)cc1OC,20,-17,-11,15,2,-19,4,7,-3,0,7
C[C@H](CO)N1C[C@H](C)[C@@H](CN(C)C(=O)NC2CCCCC2)Oc2c(NS(=O)(=O)c3ccccc3)cccc2C1=O,-3,2,-10,17,5,15,nt,-2,-4,-1,-10
C=CCOc1cccc(/C=N/NC(=O)CN2CCCCC2)c1,-14,11,-1,13,-15,-10,0,5,-3,-13,-11
Cc1cc(C(=O)CN2C(=O)NC3(CCCc4sccc43)C2=O)c(C)n1-c1ccc(Cl)cc1 (configuration not stated),8,7,-9,14,8,8,2,27,-7,-8,13
O=C(CN1CCN(c2ccccn2)CC1)Nc1cccc(S(=O)(=O)N2CCCC2)c1,15,5,41,14,3,3,1,-8,3,5,-3
COC(=O)/C=C1\SC(=Nc2ccccc2)NC1=O,14,-50,-4,11,-8,2,0,0,-7,-3,0
CC(C)[C@H](NC(=O)c1ccc(F)cc1)C(=O)OCC(=O)NC(=O)c1cccn1C,-1,0,8,10,-1,-3,2,4,-7,-6,3
CC1CCCC(C)N1CCCNC(=O)c1ccc2nc(N3CCOCC3)sc2c1 (configuration not stated),-10,-2,-22,-6,-7,-35,3,2,-6,-10,7
CCOC(=O)c1cnc2ccc(OC)cc2c1NCc1ccccc1,-9,-6,-7,10,-1,-60,2,-3,-5,-6,15
CNC(=O)OCc1ncn(-c2ccccc2)c1COC(=O)NC,9,5,9,8,nt,9,nt,nt,-13,nt,-4
Cc1cc2c(n1-c1ccc(C(N)=O)cc1)CC(C)(C)CC2=O,-5,7,-3,21,2,4,-2,-3,-4,-4,9
CCOC(=O)C1(Cc2cccc(Cl)c2)CCCN(C(=O)c2cn[nH]c2)C1 (configuration not stated),15,10,7,23,-3,-4,2,0,-5,2,2
O=c1cc(C(Cl)(Cl)Cl)oc2c1ccc1ccccc12,6,106*,8,35,69*,-18,-1,-3,-4,6,75
CCOC(=O)c1cc(C#N)c(N2CCOCC2)nc1-c1ccccc1,-8,-12,-1,0,11,-14,1,-8,-4,-1,-3
CC(=O)Nc1ccc(NC(=O)COc2ccc3c(c2)CCC3)cc1,13,-10,1,-4,-8,3,0,-5,-17,22,16
COc1ccc(CCNC(=O)C(C)c2ccc([N+](=O)[O-])cc2)cc1 (configuration not stated),8,21,-9,17,-3,-1,2,-10,-7,-2,8
O=C(NCCCN1CCCCCC1)C1CC(=O)N(CCc2ccccc2)C1 (configuration not stated),6,-9,6,12,1,-4,-3,-6,nt,4,-7
COc1cccc(C2=NOC(C(=O)Nc3cccc(C(C)=O)c3)C2)c1OC (configuration not stated),5,10,-12,-7,0,-35,1,-2,-9,-2,-2
COc1ccc(C(=O)N(C)C2CCCCC2)cc1S(=O)(=O)N1CCOCC1,-1,-6,14,0,4,-13,4,7,-3,-2,4
CCn1c(CNC(=O)c2ccco2)nnc1SCC(=O)c1ccccc1,0,2,-5,13,7,-8,4,0,-3,2,6
Cc1ccccc1S(=O)Cc1ccc(C(=O)N2CCN(C(=O)c3ccco3)CC2)o1 (configuration not stated),1,-5,10,6,5,20,-2,2,-7,-9,-11
COc1ccc(C(=O)Nc2ccc(S(=O)(=O)Nc3onc(C)c3C)cc2)cc1OC,-6,6,4,25,2,20,-1,8,nt,3,-24
CC1(C(=O)N2Cc3ccccc3C2)CCN1C(=O)C1(c2ccc(Cl)cc2)CC1 (configuration not stated),-5,20,2,19,nt,3,nt,-9,-10,-14,-9
O=C(Nc1cccc2ccccc12)N1CCN(c2ncccn2)CC1,-18,-4,9,14,3,12,-5,5,-6,-17,nt
Cc1cc(OCC(=O)Nc2nccs2)c2c(C)c(C)c(=O)oc2c1,-82,-13,2,-22,nt,-23,nt,12,-6,19,-8
C=C(C)c1ccc(C(C)(C)NC(=O)NCc2ccco2)cc1,6,11,10,5,1,20,-2,-2,-2,?,5
O=C(CCNC(=O)c1ccco1)Nc1ccc(OC(F)F)cc1,7,-12,15,-27,4,-1,1,-4,-5,3,6
CC(=O)c1sc(NC(=O)COc2ccc(Cl)cc2C)nc1C,-1,-14,5,-22,-16,-8,2,-1,-14,8,-38
CC(SCc1nc2sc3c(c2c(=O)[nH]1)CCCC3)C(=O)Nc1ccccn1 (configuration not stated),-21,-16,5,-20,2,-2,4,2,-6,2,-9
O=C(CSc1nnc2n1CCCN2)c1ccc(Cl)cc1,-14,-9,4,-32,-5,-5,2,-4,-8,-2,-17
CCN(C(=O)Cc1ccc(NC2=NC3CS(=O)(=O)CC3S2)cc1)c1ccccc1 (configuration not stated),16,2,-10,1,-1,-3,10,-1,-5,10,14
C=CCNC(NC(=O)c1ccccc1)(C(=O)OCC)C(F)(F)F (configuration not stated),15,-4,1,21,-7,-20,0,5,-6,1,-38
